From PubChem BioAssay
ALOX12 inh: Primary qHTS assay for inhibitors of human arachidonate 12S-lipoxygenase (ALOX12): Round 2 | Polyunsaturated fatty acid lipoxygenase ALOX12 (Homo sapiens), P18054 | purified 12hLO, xylenol orange hydroperoxide absorbance | Potency, µM (doses to about 108 µM), inactives show at the top dose activity change, negative = inhibition, most hits filed as inhibitors | actives 1.1% (n = 580,000); further: on the % scale 0 is the no-effect control and ±100 the full control effect
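Purified human 12hLO at 150 nM in 25 mM Hepes, 0.01% Triton X-100, pH 7.0, preincubated 15 min at room temperature with compound. Reaction started with 40 uM arachidonic acid, 30 min at room temperature. Hydroperoxide measured by Fe-xylenol orange, 573/405 nm absorbance ratio.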
RGS4 inh: Inhibitors of Regulator of G Protein Signaling (RGS) 4: qHTS; Transcreener GDP fluorescence polarization, RGS4-accelerated GTP hydrolysis; Potency, µM (top dose mostly 114 µM), for the others: at the top dose activity change, negative = inhibition, usual class: inhibitors; actives 0.039% (n = 390,000); AID 504845, 2011; further: on the % scale 0 is the no-effect control and ±100 the full control effect; nearly all actives have a fitted effect of over 75% in size; some results filed as inactive show a strong effect at the top dose
Target sequence (P49798 whole entry, looked up): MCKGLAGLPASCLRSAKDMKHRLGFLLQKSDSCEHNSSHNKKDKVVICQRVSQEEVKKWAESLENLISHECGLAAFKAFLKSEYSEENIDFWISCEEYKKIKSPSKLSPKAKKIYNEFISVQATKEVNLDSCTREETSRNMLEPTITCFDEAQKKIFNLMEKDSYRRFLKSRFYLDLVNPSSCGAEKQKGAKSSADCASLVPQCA
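MLSMR compounds (23 nl, pin-transferred) preincubated 10 min at room temperature with a 500nM (2x) first reagent, then RGS4 at 900nM (2x) plus Transcreener GDP mix added; fluorescence polarization (620/688 nm) read before and after 90 min at 30 °C.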
GLS inh: qHTS for Inhibitors of Glutaminase (GLS) | GLS enzymatic activity, qHTS titration | actives 0.21% (n = 410,000) | Potency, µM (highest dose often 45.5 µM), inactives show at the top dose activity change, negative = inhibition, actives largely listed as inhibitors | Glutaminase kidney isoform, mitochondrial (Homo sapiens), O94925 | AID 624170, 2012; further: on the % scale 0 is the no-effect control and ±100 the full control effect
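Human kidney-isoform GLS in 45 mM KH2PO4 pH 8.2, 0.02% Tween-20, with compound, started with 1mM L-Glutamine (added stock). Glutamate oxidase/HRP/Amplex red coupled fluorescence read at start and after 30 min at RT.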
Pin1 inh: qHTS Assay to Find Inhibitors of Pin1 | Peptidyl-prolyl cis-trans isomerase NIMA-interacting 1 (Homo sapiens), Q13526 | Pin1 FP peptide displacement, HiFluor488, 10 min | Potency, µM (highest dose often 115 µM), inactives show at the highest dose activity, negative = inhibition, most hits filed as inhibitors | actives 0.009% (n = 390,000) | AID 504891, 2011; active means well fitted inhibition curve with a large enough effect in the polarisation, with a control signal flat, not every such curve was filed as active; inconclusive means small, poorly fitted or top-dose-only effect, or effect the other way, or a change in a side signal; inactive means no such curve, though single readings can be large or run the other way; the % refers to the polarisation; further: on the % scale 0 is the no-effect control and ±100 the full control effect
Target sequence (Q13526 whole entry, looked up): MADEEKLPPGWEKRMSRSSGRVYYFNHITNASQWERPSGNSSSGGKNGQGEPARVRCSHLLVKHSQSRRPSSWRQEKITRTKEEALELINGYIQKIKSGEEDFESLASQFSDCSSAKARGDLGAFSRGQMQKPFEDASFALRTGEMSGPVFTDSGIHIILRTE
PGK inhibitor: qHTS Assay to Find Inhibitors of Phosphoglycerate Kinase. PGK/GAPDH coupled, Kinase-Glo luminescence, 60 min. Potency, µM (series often up to 57.5 µM), for the others: at the top dose activity change, negative = inhibition, usual class: inhibitors. actives 0.043% (n = 380,000). AID 602233, 2012; further: on the % scale 0 is the no-effect control and ±100 the full control effect; nearly all actives have a fitted effect of over 60% in size
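Recombinant glycosomal PGK reaction used 1,3-bisphosphoglycerate generated in-well by GAPDH (100nM final) in 100mM TEA pH 7.6, 5mM MgCl2, 0.01% Tween-20. After 60 minutes at room temperature, ATP was read by Kinase-Glo Plus luminescence end-point.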
JMJD2A Tudor: qHTS Assay for Inhibitors of JMJD2A-Tudor Domain. Lysine-specific demethylase 4A (Homo sapiens), O75164. AlphaScreen JMJD2A-Tudor / H3K4me3 peptide binding. Potency, µM (doses to about 114 µM), for inactives: at the highest dose activity change, negative = inhibition, usual class: inhibitors. actives 4.4% (n = 390,000); further: on the % scale 0 is the no-effect control and ±100 the full control effect; nearly all actives have a fitted effect of over 50% in size
HP1b chromo inh: HTS for Inhibitors of HP1-beta Chromodomain Interactions with Methylated Histone Tails; Chromobox protein homolog 1 (Homo sapiens), P83916; AlphaScreen HP1-beta / biotin-H3K9me3 peptide binding; Potency, µM (titrated, usually from 114 µM), inactives show at the top dose activity change, negative = inhibition, hits mostly inhibitors; actives 0.56% (n = 390,000); further: nearly all actives have a fitted effect of over 70% in size; inactives centre near 23
Target sequence (P83916 whole entry, looked up): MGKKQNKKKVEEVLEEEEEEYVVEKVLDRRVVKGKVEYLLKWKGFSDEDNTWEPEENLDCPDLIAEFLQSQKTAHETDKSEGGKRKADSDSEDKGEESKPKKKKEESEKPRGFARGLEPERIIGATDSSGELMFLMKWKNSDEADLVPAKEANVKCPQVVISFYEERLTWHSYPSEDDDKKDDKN
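AlphaScreen: HP1-beta (50 nM) preformed 30 min with biotin-H3(1-18)K9me3 peptide (50 nM) in PBS pH 7.4, 0.01% Tween-20. Compound added for 30 min at RT, then streptavidin donor/nickel chelate acceptor beads (10 ug/mL) for 30 min.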
ERG-DNA inh: qHTS for Small Molecule Inhibitors of the ERG Ets/DNA interaction; Transcriptional regulator ERG (Homo sapiens), P11308; actives 0.028% (n = 370,000); AID 624246, 2012; Potency, µM (titrated, usually from 76.9 µM), inactives show at the highest dose FP activity, negative = inhibition, most hits filed as inhibitors; fluorescence polarization, His-ERG Ets domain / labelled DNA; active means well fitted inhibition curve with a large enough effect in the polarisation, with a control signal flat; inconclusive means small, poorly fitted or top-dose-only effect, or effect the other way, or a change in a side signal; inactive means no such curve, though single readings can be large or run the other way; the % refers to the polarisation;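 further: polarization taken with two DNA probes labelled with fluorescein and Texas red; % of control where 0% means no effect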
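His-tagged ERG Ets domain (1 uM in the protein solution; 300mM KCl, 50mM Tris-HCl, 1mM EDTA, 1mM DTT, pH 7.5) received compound, then a probe mix of 5 nM fluorescein-DNA and 100nM Texas-615-DNA. Fluorescence polarization was read for both dyes.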
rTrxR1 inhibitor: qHTS Assay for Inhibitors of Mammalian Selenoprotein Thioredoxin Reductase 1 (TrxR1): qHTS. Thioredoxin reductase 1, cytoplasmic (Rattus norvegicus), O89049. recombinant rTrxR1, NADPH fluorescence consumption, selenite substrate. Potency, µM (doses to about 114 µM), for the others: top-dose activity change, negative = inhibition, most hits filed as inhibitors. actives 1% (n = 390,000). AID 588453, 2011; further: on the % scale 0 is the no-effect control and ±100 the full control effect; nearly all actives have a fitted effect of over 65% in size
Target sequence (O89049 whole entry, looked up): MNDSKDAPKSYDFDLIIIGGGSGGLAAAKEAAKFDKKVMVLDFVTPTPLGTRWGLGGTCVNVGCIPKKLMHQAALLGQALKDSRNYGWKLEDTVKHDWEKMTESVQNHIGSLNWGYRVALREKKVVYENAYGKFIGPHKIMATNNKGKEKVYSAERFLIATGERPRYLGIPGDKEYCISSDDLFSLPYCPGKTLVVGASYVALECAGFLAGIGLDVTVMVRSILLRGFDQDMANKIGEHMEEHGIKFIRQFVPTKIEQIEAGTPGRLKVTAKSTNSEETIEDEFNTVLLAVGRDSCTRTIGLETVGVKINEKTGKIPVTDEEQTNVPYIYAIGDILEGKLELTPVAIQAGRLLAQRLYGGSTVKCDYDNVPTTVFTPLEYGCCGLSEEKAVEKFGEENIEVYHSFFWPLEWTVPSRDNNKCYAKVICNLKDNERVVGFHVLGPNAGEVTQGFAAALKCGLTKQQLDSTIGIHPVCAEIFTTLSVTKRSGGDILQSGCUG
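Rat TrxR1 (90 nM in the dispensed reagent) was pre-reduced with 400 uM NADPH for 5 min at room temperature, then incubated with compound for 15 min. After 400 uM selenite was added, NADPH fluorescence (Ex 340/Em 450 nm) was followed for 8 min.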
Numbers without * were called inactive; i = inactive; u = inconclusive; x = no result given; [ ] = remark or other dose. Unless noted, the call rests on the fitted dose curve; in most records, active means well fitted curve in the direction sought with a large enough effect; inconclusive means small, poorly fitted or top-dose-only effect, or another doubt; inactive means no such curve, though single readings can be large; an effect the other way counts as inactive or inconclusive. Potency means the concentration at half of the fitted maximal effect. A portion of the library. The share of hits here may be higher or lower than overall.

entry | SMILES | ALOX12 inh | RGS4 inh | GLS inh | Pin1 inh | PGK inhibitor | JMJD2A Tudor | HP1b chromo inh | ERG-DNA inh | rTrxR1 inhibitor
1 | O=C(NCC1CCCO1)C(c1ccc(N2CCOCC2)cc1)N(C(=O)Cn1nnc2ccccc21)c1ccccc1F (configuration not stated) | 0% | 25%[11.4 µM] | 0% | 1% | -5% | -5% | 41%[activator] | 6% | 30%
2 | CN(Cc1ccccc1)C(=O)c1ccc(NC(=O)Cc2ccc(NC(=O)C3CCN(C(=O)C4CCCCC4)CC3)cc2)cc1 | -9% | -7% | 1% | 15% | i | 1% | 24% | 4% | 19%
3 | COC(=O)c1cn(C(=O)/C=C/c2ccc(OC)c(OC)c2)c2ccccc12 | -28% | -1% | -4% | 2% | -2% | 0% | 30% | 7% | 0%
4 | COc1ccc(S(=O)(=O)N2CCCCC2)cc1NC(=O)c1cccc(S(=O)(=O)N2CC(C)OC(C)C2)c1 (configuration not stated) | 169%[activator] | 8% | 5% | 9% | -1% | -19% | 22% | 13% | 39%[activator]
5 | O=C(NN=C1CCCC1)c1cc(-c2ccccc2)n[nH]1 | 9% | 2% | 14% | -8% | i | -16% | 18% | -1% | -11%
6 | Cc1oc(-c2ccc(Cl)cc2)cc1-c1nn2c(-c3ccoc3C)nnc2s1 | u | -51% | -11% | 17% | -13% | u | -25% | -5% | u
7 | Cc1cc(F)ccc1S(=O)(=O)Nc1ccccc1C(=O)Nc1ccccc1-c1nc2ccccc2[nH]1 | x | -1% | 3% | 18% | 1% | -4% | 19% | -3% | 34%
8 | CC(C)(C)c1ccc(C(=O)Nc2cc(-c3ccccc3)nn2-c2ccccc2)cc1 | -19% | 0% | -5% | -14% | i | -9% | 20%[57 µM] | 1% | 15%[57.1 µM]
9 | COc1ccccc1C(=O)OCC(=O)NC(=O)NC1CCCCC1 | -5% | -20% | -4% | 1% | -6% | -4% | 47% | 5% | -8%
10 | COc1cccc(CNS(=O)(=O)c2c(C)[nH]c(C)c2C(=O)N2CCCCC2)c1 | -18% | -11%[11.4 µM] | 21% | -3% | -5% | u | 2% | -6% | 11%
11 | COc1ccc(C(=O)COC(=O)CCNS(=O)(=O)c2ccccc2)c(OC)c1 | -11% | -4% | 0% | 0% | -4% | u | -13% | 2% | -3%
12 | O=S(=O)(c1ccccc1)c1ccccc1/C=N\O | -25% | 0% | 23% | -1% | 3% | -25% | 15% | 1% | -9%[57.1 µM]

Following part.
entry | SMILES | ALOX12 inh | RGS4 inh | GLS inh | Pin1 inh | PGK inhibitor | JMJD2A Tudor | HP1b chromo inh | ERG-DNA inh | rTrxR1 inhibitor
13 | COc1ccc(C(C(=O)NC2CCCCC2)N(Cc2ccco2)C(=O)c2ccccn2)c(OC)c1 (configuration not stated) | u | 7% | -13% | -3% | i | -4% | 21% | -7% | 10%[57.1 µM]
14 | COCc1[nH][nH]c(=O)c1C=Nc1ccccc1 | u | -24% | 0% | 1% | i | -5% | 30% | -1% | -6%
15 | N#Cc1ccc(NC(=O)Cn2cnc(S(=O)(=O)N3CCOCC3)c2)cc1 | x | -6%[56.9 µM] | -17% | -2% | i | 1% | 44%[activator] | -3% | 17%
16 | O=C(CN1C(=O)C2C3C=CC(C3)C2C1=O)NCCC1=CCCCC1 (configuration not stated) | 0% | -3% | 0% | -7% | -8% | u | 40%[activator] | -8% | 9%[57.1 µM]
17 | Cc1ccc(NC(=O)COC(=O)CNC(=O)c2ccc(Cl)cc2Cl)cc1S(=O)(=O)N1CCOCC1 | 3% | -15% | -5% | 2% | -9% | -7% | 17% | 6% | 10%[57.1 µM]
18 | CC(=NNc1ccc([N+](=O)[O-])cn1)c1ccccc1 | -9% | -54% | 10% | -3% | i | -30% | 24% | 1% | -22%
19 | CCCCCCc1cc2cc(-c3nnc(-c4ccccc4OC)o3)c(=O)oc2cc1O | -11% | -20% | 0% | u | u | -3% | 31% | -2% | 1%
20 | COc1ccccc1CNc1cc(-c2ccccc2)ccc1OC | 10% | 1% | 20% | -4% | -9% | u | u | -1% | -8%
21 | COc1ccc(C(C)NC(=O)c2ccc(Br)cc2)cc1OC (configuration not stated) | -18% | -6% | 1% | 4% | -1% | -9% | 23% | 2% | 6%
22 | CCC(C)c1ccc(NC(=O)C2CCN(c3ccc(C(F)(F)F)cn3)CC2)cc1 (configuration not stated) | u | 25% | 7% | 3% | -2% | -13% | 18% | -9% | 9%[57.1 µM]
23 | C=CCNC(=O)CN1c2cccc3cccc(c23)S1(=O)=O | u | -22% | 1% | -4% | -6% | -11% | 46%[activator] | 7% | 9%
24 | CN(Cc1c(F)cccc1Cl)C(=O)C1CC(=O)N(CCc2ccccc2)C1 (configuration not stated) | 0% | -17% | -5% | -2% | 0% | -4% | 41%[activator] | 0% | 16%

5 records picked at random from the list so far:
entry | SMILES | ALOX12 inh | RGS4 inh | GLS inh | Pin1 inh | PGK inhibitor | JMJD2A Tudor | HP1b chromo inh | ERG-DNA inh | rTrxR1 inhibitor
11 | COc1ccc(C(=O)COC(=O)CCNS(=O)(=O)c2ccccc2)c(OC)c1 | -11% | -4% | 0% | 0% | -4% | u | -13% | 2% | -3%
4 | COc1ccc(S(=O)(=O)N2CCCCC2)cc1NC(=O)c1cccc(S(=O)(=O)N2CC(C)OC(C)C2)c1 (configuration not stated) | 169%[activator] | 8% | 5% | 9% | -1% | -19% | 22% | 13% | 39%[activator]
24 | CN(Cc1c(F)cccc1Cl)C(=O)C1CC(=O)N(CCc2ccccc2)C1 (configuration not stated) | 0% | -17% | -5% | -2% | 0% | -4% | 41%[activator] | 0% | 16%
13 | COc1ccc(C(C(=O)NC2CCCCC2)N(Cc2ccco2)C(=O)c2ccccn2)c(OC)c1 (configuration not stated) | u | 7% | -13% | -3% | i | -4% | 21% | -7% | 10%[57.1 µM]
14 | COCc1[nH][nH]c(=O)c1C=Nc1ccccc1 | u | -24% | 0% | 1% | i | -5% | 30% | -1% | -6%

Carrying on.
entry | SMILES | ALOX12 inh | RGS4 inh | GLS inh | Pin1 inh | PGK inhibitor | JMJD2A Tudor | HP1b chromo inh | ERG-DNA inh | rTrxR1 inhibitor
25 | CSCCC(N=C(NS(=O)(=O)c1ccccc1)c1ccccc1)C(=O)O (configuration not stated) | 0% | 0% | 12% | -15% | -7% | 13% | 23% | -11% | 14%
26 | CCOC(=O)c1sc2nc3n(c(=O)c2c1C)CCC3 | -2% | 10% | 0% | -1% | -2% | -20% | 38% | -5% | -15%
27 | CC(C)NC(=O)COC(=O)c1ccc(S(=O)(=O)N2CCCC2)cc1 | -18% | 4% | -1% | 5% | -2% | -11% | -17% | -1% | -6%
28 | O=S1(=O)CCOC[C@H](CC2CCCCC2)N1Cc1cccc(F)c1 | 7% | -1% | -5% | -2% | -6% | -6% | 48%[activator] | 4% | 14%[57.1 µM]
29 | CCc1ccccc1NS(=O)(=O)c1cc2c(cc1C)n(C)c(=O)c(=O)n2C | -4% | -11% | -3% | -3% | i | -1% | 35% | -17% | 28%
30 | CCOC(=O)C1=C(c2ccccc2)OC(N)=C(C#N)C1c1ccc(Br)s1 (configuration not stated) | -5% | -18% | -9% | -1% | 12% | -11% | 34% | 4% | 10%
31 | O=C(CN(CC1CCCO1)C(=O)CNS(=O)(=O)c1ccc(Cl)cc1)NCC1CCCO1 (configuration not stated) | 13% | 4% | -1% | 0% | i | -17% | 27% | x | 0%
32 | CC(/C=N\NC(=O)Cn1cncn1)=C/c1ccc(C(C)C)cc1 | u | -2% | -7% | 10% | -3% | -6% | 34% | 0% | 13%[57.1 µM]
33 | Cc1ccc(-c2cn3nc(C)c(C)nc3n2)cc1 | u | -8% | 1% | u | -15% | -13% | 59%[activator] | -20% | -31%
34 | Cc1c(Cl)cccc1NC(=O)C(=O)NNC(=O)c1ccccc1F | 17% | 8% | 7% | 2% | i | -25% | 23% | 9% | -4%
35 | Nc1nnc(SCC(=O)Nc2cccc3ccccc23)s1 | -7% | -8% | 15% | 0% | 0% | -8% | u | 26% | 1%[57.1 µM]
36 | CC1CCc2c(sc(NC(=O)c3nc4ncccn4n3)c2C#N)C1 (configuration not stated) | u | -53% | -13% | 2% | 0% | u | u | 4% | 2%
37 | O=C(c1ccc(S(=O)(=O)N2CCCCC2)cc1)N1CCN(c2ccccc2)CC1 | u | 14% | 39%[activator] | 1% | -5% | -21% | 14% | -3% | -2%
38 | CCOC(=O)c1ccccc1S(=O)(=O)N1CCN(c2nc(-c3cccs3)nc3ccccc23)CC1 | x | 18% | x | 4% | x | u | 21% | x | 17%
39 | CCOC(=O)c1ccccc1NC(=O)C=C(C)C | -20% | -4% | 1% | 2% | -2% | 19% | 90%[activator] | 0% | 2%
